# TLR9-MyD88 block: inhibitors of TLR9-MyD88 association in cells, primary screen, cell-based, CHO, BLA complementation, fluorescence. 340,000 compounds, 0.21% hits. Toll-like receptor 9 (Homo sapiens) + Myeloid differentiation primary response protein …. CCF4 FRET ratio. inhibition, % at 4.98 µM;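 active means inhibition above the mean over all tested compounds plus 3 SD, cut at about 21% in these data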;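 further: 0% = DMSO only wells and 100% = clavulanate BLA inhibitor control wells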
# LRH-1 inv ag: LRH-1 (NR5A2) inverse agonists, primary screen, cell-based, luminescence, HEK293T, StAR-luciferase reporter; Nuclear receptor subfamily 5 group A member 2 (Homo sapiens), O00482; LRH-1 transfected, 24 h; inhibition, % at 3.6 µM; 360,000 compounds, 0.13% hits; AID 602396, 2012;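 active means inhibition above the mean inhibition of all tested compounds plus 3 SD, cut at about 73% in these data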;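 further: 0% = DMSO wells and 100% = reporter-only cells lacking LRH-1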
# NCOA1 inh: SRC1 coactivator transcriptional activity inhibitors, primary screen, cell-based, luminescence. HEK293 GAL4-SRC1 luciferase reporter. inhibition, % at 3.6 µM. 360,000 compounds, 0.12% hits;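 active means inhibition above the campaign mean plus 3 SD, with each screening campaign given its own cutoff, cut at about 60% in these data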;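 further: 0% = DMSO treated cells and 100% = gossypol at 36 µM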
# NCOA2 inhibitor: inhibition of GAL4-SRC2 driven luciferase reporter, primary screen, SRC2 inhibitor project, cell-based, luminescence; 370,000 compounds, 0.17% hits; Nuclear receptor coactivator 2 (Homo sapiens), Q15596; inhibition, % at 9 µM; HEK293 GAL4-SRC2 luciferase reporter;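 active means inhibition above the mean inhibition of all tested compounds plus 3 SD, set per campaign, cut at about 52% in these data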;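 further: 0% = DMSO treated cells and 100% = cells given Gossypol at 36 µM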
# LMP1 NFkB inh: EBV LMP1-driven NF-kappaB luciferase reporter inhibitors, primary screen, cell-based, luminescence, single point; LMP1-induced NF-kappaB luciferase reporter cells; inhibition, % at 12.5 µM; 350,000 compounds, 0.69% hits; AID 504558, 2011; in the data active means inhibition above about 41%;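 further: 0% = neutral control wells and 100% = reference inhibitor control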
# NCOA3 inh: SRC3 coactivator transcriptional activity inhibitors, primary screen, cell-based, luminescence; Nuclear receptor coactivator 3 (Homo sapiens), Q9Y6Q9; HEK293 GAL4-SRC3 luciferase reporter; inhibition, % at 3.6 µM; 360,000 compounds, 0.17% hits;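 active means inhibition above a per-campaign cutoff, the mean of all compounds plus 3 SD, cut at about 60% in these data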;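 further: 0% = DMSO-treated cells and 100% = gossypol-treated cells at 36 µM; higher means less SRC3-driven luciferase light from the GAL4 reporter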
# NOD2-RIPK2 inh: NOD2-RIPK2 binding disruptors in cells, primary screen, fluorescence, CHO cells, BLA complementation | 360,000 compounds, 0.38% hits | CCF4 ratio | inhibition, % at 4.98 µM; in the data active means inhibition above about 21%;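 further: 0% = vehicle only and 100% = reference blocker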
# ABHD5-PLIN5 inh: ABHD5-PLIN5 interaction inhibitors, primary screen, cell lysate, split luciferase complementation, luminescence | inhibition, % at 4 µM | 360,000 compounds, 0.78% hits | Perilipin-5 (Homo sapiens) + 1-acylglycerol-3-phosphate O-acyltransferase ABHD5 (Homo … | AID 602281, 2012 | Split G. princeps luciferase complementation, 4 h;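 active means inhibition above the mean inhibition across every tested compound plus 3 SD, cut at about 22% in these data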;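 further: 0% = DMSO only wells and the 100% control is not disclosed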
# COUP-TFII inh: NR2F2 transcriptional activity inhibitors, primary screen, cell-based, luciferase reporter, HEK293T, luminescence; HEK293T NGFI-A luciferase reporter; inhibition, % at 8.6 µM; 370,000 compounds, 0.7% hits;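 active means inhibition above a per-plate cutoff, mean inhibition of test wells between control levels plus 3 SD, cut at about 38% in these data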;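 further: cells cotransfected with COUP-TFII expression vector driving the NGFI-A reporter; 0% = median of COUP-TF2 test wells and 100% = reporter-only cells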
# MC4R antag cAMP: MC4R antagonists of cAMP signaling, primary screen, cell-based, TR-FRET, antagonist arm of biased-ligand search; Melanocortin receptor 4 (Homo sapiens), P32245; MC4R-expressing cells, MTII-stimulated cAMP, LANCE TR-FRET; inhibition, % at 6.5 µM; 360,000 compounds, 0.48% hits; AID 540295, 2011;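 active means inhibition above its plate's cutoff, the mean of tested wells on that plate plus 3 SD, cut at about 29% in these data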;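 further: 0% = Melanotan II alone and 100% = Melanotan II plus saturating MCL0020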
#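 Assay system: U2OS cells stably expressing human melanocortin 4 receptor (MC4R) / Dosing: 6.5 µM / Timing: compound 30 min, challenge 1 h, detection 1 h / Measured by: Eu-cAMP/anti-cAMP TR-FRET, emission 671 nm / Replicates: singlicate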
# MC4R ag barr: MC4R agonists recruiting beta-arrestin, primary screen, cell-based, luminescence, agonist arm of biased-ligand search; activation, % at 8.9 µM; 360,000 compounds, 0.98% hits; Melanocortin receptor 4 (Homo sapiens), P32245; AID 540308, 2011; U2OS MC4R beta-arrestin complementation; percent of melanotan II response, DMSO zero;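 active means activation above a per-plate cutoff, the mean activation of sample wells on that plate plus 3 SD, cut at about 8% in these data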
# * marks the source's active call; other numbers are inactive results; . = no result given. This is a subset; count on the stated rates, not on these rows.
# Each structure is followed by: ABHD5-PLIN5 inh	MC4R ag barr	TLR9-MyD88 block	NCOA2 inhibitor	NCOA1 inh	LMP1 NFkB inh	NOD2-RIPK2 inh	MC4R antag cAMP	NCOA3 inh	LRH-1 inv ag	COUP-TFII inh
CCN(CC)CCCN=Cc1c(O)n(-c2ccccc2C)c(=O)c2ccccc12
→ 4	-0.8	1	-18	-23	0	-2	7	11	7	-22
COc1ccc(CC(=O)O/N=C(\N)c2ccc(Br)cc2)cc1OC
→ 4	0.6	-4	22	-11	4	-5	17	4	-15	28
Cc1ccc(CSc2nc3ccsc3c(=O)n2Cc2ccccn2)cc1
→ -4	-1.9	0	1	-6	4	-6	1	-2	1	10
CCCCn1c(N)c(N(CC)C(=O)CCNC(=O)c2ccc(Cl)cc2)c(=O)[nH]c1=O
→ 5	-1.5	10	-18	9	3	-14	-4	-1	-2	12
Cc1cc(C)c(S(=O)(=O)c2ccccc2)c(=O)[nH]1
→ 4	-0.4	4	-10	-10	-11	-14	-2	-25	2	12
C=C1C(=O)OCC2C(C(=O)O)=CC3C(C)C(C)=CC123 (configuration not stated)
→ 11	-0.1	-9	-26	-39	-4	-10	4	-3	-27	-7
COc1cc2c(cc1OC)C(C)N(C(=S)NC(=O)c1ccccc1)CC2 (configuration not stated)
→ 1	-2.7	1	19	-10	5	-4	22	22	-8	17
CCOc1ccc(N2C(=O)NC(Cc3c[nH]c4ccccc34)C2=O)cc1 (configuration not stated)
→ 1	0.4	-7	6	-15	-5	-8	9	-11	2	10
O=C(Cc1ncc(C(F)(F)F)cc1Cl)NCc1ccco1
→ -2	-1.9	0	-7	-22	1	-7	-2	1	11	0
COc1ccc(/C=C2\Oc3cc(OCC(=O)N4CC(O)C[C@H]4C(=O)O)ccc3C2=O)cc1OC (some centres not stated)
→ 2	-0.5	4	-8	-1	-9	-4	-37	23	1	4
CCCCc1ccc(NC(=O)CSc2nc(=O)n(CCN(CC)CC)c3c2CCCC3)cc1
→ 10	1.9	-9	-46	-15	-20	-1	11	9	11	9
Cn1ncc(N=Cc2ccccc2)c1C(=O)Nc1cccc(Cl)c1
→ -3	-2.0	10	6	-5	-18	-8	-1	-6	-6	6
Cc1ccc(C)c(N=Nc2nc3ccccc3n2C)c1
→ 7	0.1	-4	-21	-21	-30	-5	-20	-20	13	14
COc1ccc(N/C(=N\c2nc(C)cc(C)n2)NC(C)=O)cc1OC
→ 0	-2.5	-3	-25	-12	6	1	5	3	-6	-20
CCOc1ccc(NC(=O)CCNC(=O)c2ccco2)cc1
→ 2	-2.8	0	-10	-4	-17	-7	7	20	-13	-5
CCN(CC(=O)Nc1ccc(NC(C)=O)cc1)C(=O)Cc1coc2cc(C)c(C)cc12
→ -5	-2.7	2	5	2	6	12	4	-4	-9	-1
CCOc1cc(CNS(=O)(=O)c2ccc3c(c2)CC(=O)N3C)cc(OCC)c1OCC
→ 0	-2.0	1	16	-19	-2	-1	13	12	-4	0
COc1ccc([N+](=O)[O-])cc1NC(=O)Cn1ccsc1=N
→ 0	1.3	1	-5	5	2	-5	6	5	4	5
CCC1(c2ccc(F)cc2)NC(=O)N(CC(=O)Nc2cccc(S(=O)(=O)N3CCCCC3)c2)C1=O (configuration not stated)
→ -7	-0.2	0	12	-10	-5	-5	5	11	0	-7
NC(CO)C(=O)NNCc1ccc(O)c(O)c1O (configuration not stated)
→ -8	0.4	-9	6	30	-4	-5	10	9	25	8
Cn1c(C(=O)NCC2CCCO2)cc2c(=O)n(C)c3ccccc3c21 (configuration not stated)
→ 1	0.6	-12	-9	-7	-3	0	11	5	-9	-1
O=C(CSc1ccccc1Cl)N1CCC(c2nc3ccccc3s2)CC1
→ 12	0.2	-9	0	6	19	11	-2	11	38	4
C=CCn1c(=O)c(C#N)cc2c(=O)n3ccccc3nc21
→ 7	-2.7	-37	11	11	0	-32	18	-10	2	2
Fc1ccc(/C=N/NC(=S)Nc2ccc(Cl)cc2Cl)cc1
→ -2	-1.0	0	4	8	-3	-3	-9	2	-9	0
COc1cc(OC)c(C2CC(=O)N3CN(c4ccc(C)cc4)CSC3=C2C#N)cc1OC (configuration not stated)
→ -17	-1.3	4	7	-49	-11	-6	4	-29	-34	15
O=C1COc2ccc(S(=O)(=O)NCCc3ccc(Cl)cc3)cc2N1
→ -19	2.1	-5	-6	-1	-1	0	21	-5	-6	12
COc1ccc(C)cc1NCc1cc(=O)oc2cc(-c3ccccc3)c(O)cc12
→ -5	13*	-11	-40	-16	-10	-12	7	-14	-32	-23
COc1ccc(N2CCN(C(=O)CNS(=O)(=O)c3ccc(C)c(C)c3)CC2)cc1
→ 3	-1.5	-2	15	-26	6	0	3	14	7	0
O=C(Nc1ccccc1-c1ccccc1)NC1CC2CCCC(C1)N2CCc1ccccc1 (configuration not stated)
→ -4	-1.5	4	9	-22	-16	5	10	16	-21	12
Cc1ccc(C(=O)c2ccccc2C(=O)OCC(=O)NCCc2ccccc2)cc1
→ 2	-1.5	10	-14	-3	-13	-3	11	-9	4	4
O=C(CN1C(=O)c2ccccc2C1=O)Nc1cccnc1
→ 3	-2.0	-9	5	6	-1	-19	5	5	-3	0
Cc1ccc(S(=O)(=O)N(NC2=NS(=O)(=O)c3ccccc32)C(=O)c2ccccc2)cc1
→ -2	-0.4	2	-12	-11	4	-8	4	8	-1	4
CNc1ccncc1S(=O)(=O)NC
→ 4	-0.5	1	3	-27	-6	-6	10	5	17	-5
COc1ccc(-n2nc3cc(N)c(Br)cc3n2)cc1
→ -4	0.0	-12	-45	-92	-65	0	3	-105	-99	-73
C=CCNC(=O)CN1CCC(c2nc3ccccc3[nH]2)CC1
→ -3	-2.9	7	5	-13	-4	4	8	0	3	-8
CNC(=O)c1[nH]cnc1C(=O)Nc1ccc(C)cc1
→ 7	-1.0	4	-38	-35	-6	-10	2	-17	-5	-17
O=C1c2ccccc2S(=O)(=O)N1CC1CC(c2ccccc2Cl)=NO1 (configuration not stated)
→ -1	-1.6	-9	-38	-104	-33	8	10	-58	-124	-24
CC(C(=O)NN=C(c1ccccc1)c1ccccc1)N1CCOCC1 (configuration not stated)
→ 1	-3.4	0	11	0	12	-7	2	7	1	8
CCCCn1c(O)c(N=Nc2ccccn2)c2ccccc21
→ -5	-1.1	2	10	-1	-4	4	6	4	-13	2
COc1ccc(Cl)cc1CC1(C)C(=O)Nc2ccc(-c3ccccc3OC)cc21 (configuration not stated)
→ 6	-0.1	.	-29	1	.	-7	5	-7	-13	9
Cc1cccc(/C=N/NC(=O)c2ccc(NC(=O)c3ccccc3Cl)cc2)n1
→ 2	1.4	-4	-8	14	-7	-7	0	4	9	-3
C#CCOc1ccc(/C=C2/C(=O)ON=C2C)cc1Cl
→ 0	0.4	-2	-14	2	0	15	20	-20	-5	-10
Cc1cc(N)n(-c2ccccc2C)n1
→ 1	-1.9	11	-7	-2	9	3	6	11	1	18
N=C1/C(=C/c2cccn2CCOc2ccccc2)C(=O)N=C2SC=C(c3ccccc3)N12
→ 0	-4.9	16	11	-7	1	-1	-8	2	-5	-6
CC(OC(=O)c1cc(=O)[nH]c2ccccc12)C(=O)NC1CCCCC1C (configuration not stated)
→ -2	1.0	2	-8	0	-4	-4	-12	14	15	-3
Cc1nccn1CCCN1C(=O)CNC1=S
→ -2	2.2	2	-13	-7	-9	1	13	-15	12	-3
CCOC(=O)c1c(-c2ccc(C)o2)csc1NC(=O)CSc1nnnn1-c1ccccc1
→ 40*	-3.3	-5	2	-10	-5	13	26	18	13	21
O=C(C1CC(=O)N(c2ccc3c(c2)OCCO3)C1)N1CCN(S(=O)(=O)c2cccc(F)c2)CC1 (configuration not stated)
→ -6	-1.8	4	15	-2	-1	7	2	13	-9	21
O=C(OCc1ccccc1)N1CCC2CC1c1ccc(N3CCNCC3)cc12 (configuration not stated)
→ 6	-0.4	10	-30	-81	-40	-2	4	-61	16	-21
COc1ccc(CNc2ncccn2)cc1OC
→ 1	-2.1	5	-8	4	2	6	1	-4	-12	-11
O=C(CCN1C(=O)c2ccccc2C1=O)NCc1ccc(F)cc1
→ 5	-0.1	10	11	13	-7	-16	-2	-25	6	6
Cc1cc(C(=O)Nc2ccc3nc(C)sc3c2)c2ccccc2n1
→ 6	-2.3	2	-11	-8	8	0	2	0	7	16
N#CC(=C(O)COC(=O)Cc1c[nH]c2ccccc12)c1nc2ccccc2[nH]1
→ 0	-1.2	-1	-18	-27	-6	3	2	-4	0	2
C=CCC1(O)C(=O)N2C(=C1C(=O)N1CCOCC1)c1ccccc1CC2(C)C (configuration not stated)
→ 7	-0.4	4	-18	-11	-2	-1	16	5	1	-7
OC(CN(c1ccccc1)c1ccccc1)Cn1cnc2ccccc21 (configuration not stated)
→ 2	1.4	6	13	-13	-2	8	1	-18	-3	2
CCCn1ncc(CN2CCC(CO)(Cc3ccc(OC)cc3)CC2)c1C
→ 1	-1.3	.	3	-13	1	2	-4	1	0	1
COc1ccc(C(=O)N2CCC(n3nccc3NC(=O)C3CC3)CC2)c(OC)c1OC
→ 2	-0.2	-8	-8	3	5	4	8	15	-3	-7
O=C(CN1CCN(c2cccc(C(F)(F)F)c2)CC1)N(C1CC1)C1CCS(=O)(=O)C1 (configuration not stated)
→ 13	-0.7	-2	-21	8	5	-16	1	14	14	-1
CCOC(=O)N1CCN(S(=O)(=O)N2CCCC(C(=O)NCc3cccc(OC)c3)C2)CC1 (configuration not stated)
→ 5	1.5	4	1	-2	-10	7	0	-5	-1	-2
Cc1nn(Cc2ccccc2Cl)c(C)c1NC(=O)NC12CC3CC(CC(C3)C1)C2
→ -2	1.8	-2	8	7	3	19	2	5	-8	13
Cn1nnnc1Sc1ncnc2scc(-c3ccccc3C(F)(F)F)c12
→ 9	-1.0	-17	33	-4	4	-6	-1	9	0	-32

# Compound activity deposited in PubChem BioAssay by several laboratories.
